# Compound activity (PubChem BioAssay)
# CHT block – inhibitors of human choline transporter CHT | High affinity choline transporter 1 (Homo sapiens), Q9GZV3 | CHT-expressing cells, membrane potential dye, choline response; active compounds read low | B-score at 10 µM | 310,000 tested, 0.86% active | AID 488975, 2010;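 active = B-score over 3 SD under the library average, and starting fluorescence ratio not unusually high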;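 note: choline stimulus applied at its EC90 after an EC20 pre-addition; B-score computed on integrated fluorescence ratio after choline addition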
# Target sequence (Q9GZV3 whole entry, looked up): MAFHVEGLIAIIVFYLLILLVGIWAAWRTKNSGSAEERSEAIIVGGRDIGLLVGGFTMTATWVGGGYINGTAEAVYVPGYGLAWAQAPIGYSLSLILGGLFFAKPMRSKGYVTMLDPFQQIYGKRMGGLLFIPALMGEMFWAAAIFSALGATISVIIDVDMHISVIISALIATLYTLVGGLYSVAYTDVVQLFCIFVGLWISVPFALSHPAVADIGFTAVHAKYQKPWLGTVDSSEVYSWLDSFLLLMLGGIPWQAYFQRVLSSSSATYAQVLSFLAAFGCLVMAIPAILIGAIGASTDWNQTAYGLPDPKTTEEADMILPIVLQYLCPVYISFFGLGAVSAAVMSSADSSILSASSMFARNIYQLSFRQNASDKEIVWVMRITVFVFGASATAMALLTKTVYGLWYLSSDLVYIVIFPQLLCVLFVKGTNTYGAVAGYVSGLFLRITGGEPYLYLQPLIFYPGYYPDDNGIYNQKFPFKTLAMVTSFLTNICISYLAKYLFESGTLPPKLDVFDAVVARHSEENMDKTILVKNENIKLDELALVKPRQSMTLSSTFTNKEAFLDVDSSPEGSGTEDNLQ
# CHT PAM – CHT positive allosteric modulators, primary screen, cell-based, membrane potential dye, choline EC20; B-score at 10 µM; 310,000 tested, 0.49% active; CHT-expressing cells; active compounds read high; LV-AA mutant CHT in HEK293 cells; High affinity choline transporter 1 (Homo sapiens), Q9GZV3;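 active = initial fluorescence not abnormally high and integrated response B-score, plate-corrected, over 3 SD above library mean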
# An asterisk follows results filed as active; i = inactive.
# A first look (6 entries):
# Every second line gives: CHT block	CHT PAM
COc1ccccc1CC1(C)NC(=O)N(CC(=O)N2CCc3ccccc3C2)C1=O (stereo unspecified)
  i	i
COc1ccc(/C=C(/NC(=O)c2ccccc2)C(=O)N2CCCC2)cc1OC
  i	i
CSc1ncc(C(=O)Nc2ccc(C)cc2C)c(C)n1
  i	i
O=C(C1CCCO1)N1CCN(c2ccccn2)CC1 (stereo unspecified)
  i	i
CCOc1ccc2nc(N(CCN(C)C)C(=O)c3ccc4c(c3)CCCC4)sc2c1
  i	i
Cc1ccc(S(=O)(=O)Nc2ccc(NC(=O)c3cccs3)cc2)cc1
  i	i

# The whole of this part, from the first entry:
# Every second line gives: CHT block	CHT PAM
COc1ccccc1CC1(C)NC(=O)N(CC(=O)N2CCc3ccccc3C2)C1=O (stereo unspecified)
  i	i
COc1ccc(/C=C(/NC(=O)c2ccccc2)C(=O)N2CCCC2)cc1OC
  i	i
CSc1ncc(C(=O)Nc2ccc(C)cc2C)c(C)n1
  i	i
O=C(C1CCCO1)N1CCN(c2ccccn2)CC1 (stereo unspecified)
  i	i
CCOc1ccc2nc(N(CCN(C)C)C(=O)c3ccc4c(c3)CCCC4)sc2c1
  i	i
Cc1ccc(S(=O)(=O)Nc2ccc(NC(=O)c3cccs3)cc2)cc1
  i	i
Cc1ccc(S(=O)(=O)N2CCN(C(=O)CC(C)n3nc(C)c(Cl)c3C)CC2)cc1 (stereo unspecified)
  i	i
Cc1ccc(C(=O)NC2CCCC(C)C2C)cc1S(=O)(=O)N1CCCCC1 (stereo unspecified)
  -9.3*	i
c1cnc(N2CCN(Cc3c[nH]c4ccccc34)CC2)nc1
  i	i
O=C1CC[C@H](OCc2ccccc2)CCN1[C@H](CSc1ccccc1)Cc1ccccc1
  i	i

# Next structures:
# Every second line gives: CHT block	CHT PAM
COc1ccc(N(CC(=O)Nc2nccs2)S(=O)(=O)c2c(C)nn(C)c2C)cc1
  i	i
CCOC(=O)NCc1ccc2c(c1)OCO2
  i	i
CN1CCN(C(=O)CSc2nnc(COc3ccc(Cl)cc3)o2)CC1
  i	i
COCCNC(=O)c1ccc2ccccc2n1
  i	i
O=C(CSc1ncn[nH]1)c1cc2ccccc2o1
  i	i
Cc1cn2c(=O)c(C(=O)N3CCN(c4ccccc4)CC3)cnc2s1
  i	i
O=C(O)COc1ccc(NC(=O)c2ccc3c(c2)C(=O)N(C2CCCCC2)C3=O)cc1
  i	i
COc1cc([N+](=O)[O-])cc(/C=N/NC(=O)c2cc(C)nc3ccccc23)c1O
  i	i
Cc1c(NC(=S)Nc2ccccc2)c(=O)n(-c2ccccc2)n1C
  i	i
Cc1ccc(CN2CCN(/N=C\C=C\c3ccccc3)CC2)cc1
  i	i

# Further results follow:
# Every second line gives: CHT block	CHT PAM
FC(F)(F)c1ccccc1CNCc1ccncc1
  i	i
O=C(/C=C/c1ccc(S(=O)(=O)N2CCOCC2)cc1)NC(=S)Nc1ccc(N2CCOCC2)cc1
  i	i
O=C1CSC(c2ccc([N+](=O)[O-])cc2)N1Cc1ccccc1 (stereo unspecified)
  i	i
O=C(CCN1C(=O)C2CCCCC2C1=O)N1CCN(S(=O)(=O)c2cccc(F)c2)CC1 (stereo unspecified)
  i	i
Cc1nc(SCc2ccccc2F)c2cnn(-c3ccccc3)c2n1
  i	i
Cc1cc(NC(=O)CSc2nc(=O)n(CCN(C)C)c3c2CCCC3)no1
  i	i
CCN(CC)CC(=O)Nc1c(C#N)cnn1-c1ccccc1
  i	i
CCCCC1CCC(c2nc(-c3ccccn3)no2)CC1 (stereo unspecified)
  i	i
CN(C(=O)c1ccnn1C)C1CCCN(Cc2ccccc2F)C1 (stereo unspecified)
  i	i
COCc1cc(C)nc2sc3c(=O)oc(C)nc3c12
  i	i

# Going on with the list:
# Every second line gives: CHT block	CHT PAM
CCCCN1C(=O)C(=O)NC[C@@H]1C(C)CC (stereo partly specified)
  i	i
CN1CCC(NC(=S)NC2CC2)CC1
  i	i
CC(C)n1c(SCC(=O)NC2CCCCC2)nnc1-c1ccco1
  i	i
CN(C)CCNC(=O)c1ccc(COc2ccc(Cl)cc2Cl)cc1
  i	i
CCC(C)NC(=O)COC(=O)c1csc2c1CCCC2 (stereo unspecified)
  i	i
O=C(COC(=O)C1CCN(c2ccc(C(F)(F)F)cn2)CC1)Nc1ccc(Cl)cc1
  i	i
CC(C)(C)c1cc(-c2csc(Nc3ccccc3)[n+]2Cc2ccc(C(=O)O)cc2)cc(C(C)(C)C)c1O
  i	i
O=C(c1ccco1)N1CCN=C1SCc1ccc(F)cc1
  i	i
COc1ccc(OC)c2c(C)c(C)[nH]c12
  i	i
CC(C)C[C@H]1CN=C(Nc2ccccc2)N1CCC1CCCCC1
  i	i

# (list continues)
# Every second line gives: CHT block	CHT PAM
COc1ccc(NC(=O)C2CC(=O)n3cnnc3S2)cc1 (stereo unspecified)
  i	i
CCOc1ccc(NC(=O)CN(C)c2ccc(S(=O)(=O)N3CCOCC3)cn2)cc1OCC
  i	i
COc1cc(OC)c(C(=O)OCC(=O)N2CCOCC2)cc1OC
  i	i
O=C(NC1CCCC1)C1CCCN(S(=O)(=O)c2ccc(-n3cnnn3)cc2)C1 (stereo unspecified)
  i	i
Cc1ccc(N2C(=O)C(Cc3ccc(O)cc3)NC2=S)cc1C (stereo unspecified)
  i	i
COC(=O)c1nn(-c2ccccc2)c(Cl)c1/C=N/OC(=O)c1ccc(Cl)c(Cl)c1
  i	i
CC(=O)Oc1ccc2oc3c(c2c1)C(=O)CCC3
  i	i
CCOC(=O)CNC(=O)Cc1ccc(OC)cc1
  i	i
Clc1ccc(N=C2SCCS2)cc1
  i	i
S=c1[nH]nc(-c2cccnc2)o1
  i	i

# More structures follow:
# Every second line gives: CHT block	CHT PAM
CS(=O)(=O)N1CCN(C(=O)CCc2ccccc2)CC1
  i	i
COc1cccc(C(=O)N2C(C(=O)O)CSC2c2ccccc2Cl)c1 (stereo unspecified)
  i	i
COc1cc(/C=N/NC(=O)c2cc(C34CC5CC(CC(C5)C3)C4)[nH]n2)ccc1O
  i	i
CCOC(=O)c1cc(C#N)c(N2CCNCC2)nc1C(F)(F)F
  i	i
COC(=O)[C@@H](NC(=O)NC1CCN(Cc2ccccc2)CC1)C(C)C
  i	i
CCOC(=O)COc1c(/C=N\OC)cc(Cl)cc1OC
  i	i
O=C(COC(=O)c1ccccc1O)Nc1ccc(S(=O)(=O)N2CCCCC2)cc1
  i	i
COCCCNS(=O)(=O)c1ccc2c(c1)OCCO2
  i	i
Cc1ccccc1NS(=O)(=O)c1cc(C(=O)NCc2ccncc2)ccc1Cl
  i	i
CC(=O)OC[C@H]1O[C@@H](n2ncc(=O)[nH]c2=O)[C@H](OC(C)=O)[C@@H]1OC(C)=O
  i	i

# The list goes on.
# Every second line gives: CHT block	CHT PAM
CCOC(=O)C1=C(C)OC(N)=C(C#N)C1c1ccc(C)s1 (stereo unspecified)
  i	i
COc1ccc(-c2noc(COc3ccc(C)c(C)c3)n2)cc1OC
  i	i
Cc1nn(CCCC(=O)NCc2ccccc2Cl)c(=O)c2nccn12
  i	i
CC(=O)Oc1oc(-c2ccccc2)nc1/C=N/c1ccccn1
  i	i
O=C(CSc1ncnc2nc[nH]c12)N1CCN(c2ccc(Cl)cc2)CC1
  i	i
COc1ccc(C(=O)N2CCCC(c3nc(-c4ccc(C)o4)no3)C2)cc1OC (stereo unspecified)
  i	i
C/C(=N\N=C1\NC(=O)CC(C(=O)O)S1)c1cccs1 (stereo unspecified)
  i	i
Cc1ccc(S(=O)(=O)NC(C)(C)CSc2nnc(N)s2)cc1
  i	i
COc1ccc(C(CC(=O)Nc2nccs2)C(C)C)cc1 (stereo unspecified)
  i	i
Cc1ccc(NC(=O)c2cc(S(=O)(=O)N3CCOCC3)cn2C)cc1Cl
  i	i

# Following part.
# Every second line gives: CHT block	CHT PAM
COc1ccc(N(C(=O)c2ccco2)C(C(=O)NC2CCCC2)c2ccncc2)cc1 (stereo unspecified)
  i	i
O=C(O)CCC(=O)Nc1nc2nc(-c3ccccc3)cc(-c3ccccc3)n2n1
  i	i
O=C(c1ccccc1Cl)N1CCC(N2CCC(C(=O)N3CCCC3)CC2)CC1
  i	i
COc1cc2c(cc1OC)-c1cc(Nc3cccc(C)c3)nc(=O)n1CC2
  i	i
Cc1cc(Cn2nc(C(=O)NCc3cccc(Br)c3)cc2-c2ccccc2)on1
  i	i
Cc1cccc(NC(=S)N2CCN(c3ccccc3)CC2)c1
  i	i
COc1ccc2nc(CCN(C)C(=O)C3CCC(=O)N(Cc4cccc(F)c4)C3)[nH]c2c1 (stereo unspecified)
  i	i
CCN(CC)S(=O)(=O)c1cc(C(=O)Oc2cccc(-c3cnc4ccccc4n3)c2)ccc1Br
  i	i
Cc1c(NC(=O)COC(=O)Cc2ccc(Cl)cc2)c(=O)n(-c2ccccc2)n1C
  i	i
O=C(c1ccc(F)cc1F)C1CCN(c2ccc([N+](=O)[O-])cn2)CC1
  i	i

# (next part)
# Every second line gives: CHT block	CHT PAM
COc1ccc(NC(=O)CSc2c(C)n[nH]c2C)cc1
  i	i
NNc1nc2c(F)cc(F)cc2s1
  i	i
COc1ccc(/C=N/Nc2ccc(C(F)(F)F)cc2[N+](=O)[O-])cc1
  i	i
O=C(NC1CCCC1)C(c1ccncc1)N(C(=O)c1csnn1)c1cccc(Cl)c1 (stereo unspecified)
  i	i
CCCCC(=O)Nc1ccc(C(=O)NNC(=S)NC(=O)c2cccs2)cc1
  i	i
Cc1oc2cc(O)ccc2c(=O)c1-c1nncn1-c1ccccc1
  i	i
COc1ccc(Cl)cc1NC(=O)NCc1ccc2c(c1)OCO2
  i	i
COc1ccccc1CNC(=O)[C@H](C)NC(=O)C1CCN(C(=O)[C@@H](N)Cc2ccccc2)CC1
  i	i
C/C(=N\NC(=O)c1sccc1C)c1ccncc1
  i	i
COc1ccc(-n2nc3c(c2NC(=O)COc2ccccc2)CS(=O)(=O)C3)cc1
  i	i

# (cont.)
# Every second line gives: CHT block	CHT PAM
COc1cccc(NC(=O)COC(=O)c2ccccc2SCC(=O)N2CCCC2)c1
  i	i
O=C(COC(=O)CNC(=O)c1ccco1)NCCN1C(=O)CSC1=O
  i	i
COc1cc(NC(=S)NCc2cccnc2)c(OC)cc1Cl
  i	i
Cc1nc2nc(N)nc(OCc3ccccc3)c2nc1C
  i	i
COC(=O)C1=CN(Cc2cccs2)C=C(C(=O)OC)C1c1cccc(O)c1
  i	i
CC1CCCC(NC(=O)c2ccc(CNc3c(N4CCCC4)c(=O)c3=O)cc2)C1C (stereo unspecified)
  -13*	i
COc1ccc(C2C(C(C)=O)=C(O)C(=O)N2c2nccs2)cc1OC (stereo unspecified)
  i	i
Cc1c(F)cccc1NC(=O)CSCC(=O)Nc1ccccc1
  i	i
O=C(CSc1nnc(C2CC2)n1Cc1ccccc1)NCc1ccccc1
  i	i
COCC(=O)Nc1cccc(Br)c1
  i	i

# Additional entries follow:
# Every second line gives: CHT block	CHT PAM
COc1ccccc1CNC(=O)CN1CCC(n2cnc3cc(F)ccc32)CC1
  i	i
Cc1nn(C2CCCO2)c(=O)nc1N (stereo unspecified)
  i	i
O=c1cc(N2CCCCC2)c(-c2ccccc2)nn1Cc1ccc(F)cc1
  i	i
CCOC(=O)c1c(O)c2cc(Cl)ccc2n(CC)c1=O
  i	i
O=C(Nc1ccc(NC(=O)c2ccc([N+](=O)[O-])cc2[N+](=O)[O-])cc1)c1ccco1
  i	i
CCOc1ccccc1NS(=O)(=O)c1ccc2[nH]c(=O)ccc2c1
  i	i
C=CCNc1nnnc2c1sc1nc(N3CCOCC3)c3c(c12)CCCC3
  i	i
O=C(NCCc1ccc(F)cc1)N[C@@H](Cc1ccccc1)C(=O)O
  i	i
CCCCN(C)C(=O)c1nc2ccccn2c1CN1CCC[C@H]1C(=O)OC
  i	i
Cc1ccccc1N(C)C(=O)c1coc(=O)c2ccccc12
  i	i

# 2 entries drawn at random from the list so far, as already listed:
# Every second line gives: CHT block	CHT PAM
Cc1ccccc1N(C)C(=O)c1coc(=O)c2ccccc12
  i	i
COc1ccccc1CNC(=O)CN1CCC(n2cnc3cc(F)ccc32)CC1
  i	i

# (listing goes on)
# Every second line gives: CHT block	CHT PAM
O=C(Nc1nnc(CCN2CCOCC2)s1)c1ccccc1
  i	i
Cn1cc(/C=N/NC(N)=S)c2ccccc21
  i	i
O=C(NN1CCOCC1)c1ccc(Cl)cc1
  i	i
CCN(CC(=O)Nc1c(F)cccc1F)C(=O)CSc1ccccc1
  i	i
CCN(CC)CCn1c2c(c(SCC(=O)Nc3ccccc3Cl)nc1=O)CCC2
  i	i
C/C(=N\NC(=O)c1ccncc1)c1cccc(NC(=O)c2ccc(C(C)(C)C)cc2)c1
  i	i
CSc1cccc(NC(=O)OC2CCCCCCCCCCC2)c1
  i	i
Cc1cccc(C)c1NC(=O)c1ccc(-c2ccc(Cl)cc2Cl)o1
  i	i
CCNC(=S)N(CCc1c(C)[nH]c2ccc(C)cc12)Cc1cccs1
  i	i
CCc1nc(SCC(=O)Nc2ccc(N(C)C)cc2)n[nH]1
  i	i

# Continued.
# Every second line gives: CHT block	CHT PAM
Oc1ccccc1-c1nnc(COc2ccccc2)o1
  i	i
Cc1csc2c(=O)n3c(nc12)CCCCC3
  i	i
ON1C(c2ccc(Cl)cc2Cl)N(O)[C@H]2CCCC[C@H]21 (stereo partly specified)
  i	i
COc1cc(CCCN2CCNC[C@@H]2Cc2ccccc2)cc(OC)c1OC
  i	i
COc1cc(C(CCN2CCCC2)c2c(OC)cc(OC)c3ccc(=O)oc23)cc(OC)c1OC (stereo unspecified)
  i	i
Cc1c(Cl)cccc1NC(=S)NCc1ccccc1Cl
  i	i
Cc1cc(NC(=O)CCC(=O)N(c2ccccc2F)C(C(=O)NC2CCCC2)c2ccccc2)no1 (stereo unspecified)
  i	i
CCOC(=O)C1=C(O)/C(=C\c2ccc(O)c(OCC)c2)N=C1C
  i	i
Cc1cc(NC(=O)c2ccccc2)n(-c2ccccc2)n1
  i	i
